Screening data as filed in PubChem BioAssay.
D2 agonist – D2 dopamine receptor (human) agonism; P14416; HEK293 T-REx D2 cells, calcium flux agonist mode; activation, % at 2 µM; hit rate 0.53% among 340,000; AID 485358;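 active means activation over 3 SD above normal in the single-dose calcium agonist read, cut at about 30% in these data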; further: 0% is about no effect
Target sequence (P14416 whole entry, looked up): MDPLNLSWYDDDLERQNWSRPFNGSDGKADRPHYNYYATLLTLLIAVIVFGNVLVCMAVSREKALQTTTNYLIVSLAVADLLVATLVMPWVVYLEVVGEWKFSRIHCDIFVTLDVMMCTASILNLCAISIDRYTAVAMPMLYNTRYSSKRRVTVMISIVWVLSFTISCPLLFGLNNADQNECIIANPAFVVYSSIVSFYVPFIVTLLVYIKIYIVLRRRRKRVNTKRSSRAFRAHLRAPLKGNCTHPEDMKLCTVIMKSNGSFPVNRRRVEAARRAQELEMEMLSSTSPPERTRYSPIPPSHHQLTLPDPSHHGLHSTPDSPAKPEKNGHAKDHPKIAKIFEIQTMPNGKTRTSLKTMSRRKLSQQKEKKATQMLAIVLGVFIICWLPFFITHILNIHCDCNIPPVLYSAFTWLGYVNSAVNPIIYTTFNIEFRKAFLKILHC
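Tetracycline-induced HEK293 Trex cells with D2 receptor force-coupled to calcium signaling, plated overnight at 30 C and loaded with no-wash calcium dye. Calcium flux read kinetically for 180 s after compound addition; responses flag agonists.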
USP1 inh – blocks the human USP1/UAF1 deubiquitinase complex; O94782; recombinant USP1/UAF1, Ub-Rhodamine cleavage fluorescence; Potency, µM (doses to about 57.1 µM), for the others: top-dose activity change, negative = inhibition, hits mostly inhibitors; hit rate 0.23% among 390,000; AID 743255; further: potency means the concentration at half of the fitted maximal effect; on the % scale 0 is the no-effect control and ±100 the full control effect; nearly all actives have a fitted effect of over 60% in size; inactives centre near -12
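In this screen, compounds sit with the deubiquitinase complex (1nM) for 15 min at room temperature before Ub-Rho is added at 150nM final. Fluorescence rise is then followed for 6 reads every 60 seconds.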
mIDH1 inhibitor – inhibitors of human mutant IDH1 R132H; Potency, µM (highest dose often 76.6 µM), inactives show top-dose activity change, negative = inhibition, usual class: inhibitors; AID 602179; hit rate 0.093% among 390,000; IDH1-R132H enzyme, NADPH consumption, diaphorase/resazurin fluorescence; O75874; further: potency means the concentration at half of the fitted maximal effect; on the % scale 0 is the no-effect control and ±100 the full control effect; nearly all actives have a fitted effect of over 65% in size
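IDH1-R132H (0.5 ug/mL) preincubated 30 min with compound, then NADPH (0.016 mM) and alpha-KG (2 mM) added; 80 min at RT, pH 7.5. Remaining NADPH coupled via diaphorase/resazurin to fluorescence (540/590 nm); concentration-response curves normalized to no-enzyme control.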
TrxR1 substrate – substrates of rat thioredoxin reductase 1; O89049; purified TrxR1 substrate turnover, NADPH consumption readout; Potency, µM (top dose mostly 114 µM), for the others: top-dose activity change, negative = substrate turnover; hit rate 0.01% among 390,000; AID 588456; further: potency means the concentration at half of the fitted maximal effect; on the % scale 0 is the no-effect control and ±100 the full control effect; nearly all actives have a fitted effect of over 50% in size
Target sequence (O89049 whole entry, looked up): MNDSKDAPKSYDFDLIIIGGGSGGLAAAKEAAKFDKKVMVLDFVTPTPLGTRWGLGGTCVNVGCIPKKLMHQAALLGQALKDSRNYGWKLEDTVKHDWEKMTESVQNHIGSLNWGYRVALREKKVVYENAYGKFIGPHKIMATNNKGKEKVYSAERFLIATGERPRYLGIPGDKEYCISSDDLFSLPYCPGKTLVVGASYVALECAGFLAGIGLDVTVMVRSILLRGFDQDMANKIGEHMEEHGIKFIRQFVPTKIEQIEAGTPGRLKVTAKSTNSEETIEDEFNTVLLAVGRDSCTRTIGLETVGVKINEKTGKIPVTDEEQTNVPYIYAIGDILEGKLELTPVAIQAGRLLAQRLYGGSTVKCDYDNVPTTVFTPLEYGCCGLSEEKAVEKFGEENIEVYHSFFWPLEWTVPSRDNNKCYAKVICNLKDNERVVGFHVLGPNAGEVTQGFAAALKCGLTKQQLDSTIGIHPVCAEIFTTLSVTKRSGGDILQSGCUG
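Rat TrxR1, dispensed at 90 nM, was prereduced with 400 uM NADPH (final) for 5 min at ~22 deg C, then incubated with compound 15 min before 400 uM selenite. A first-read NADPH fluorescence drop versus no-compound background flagged substrates.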
D2 antag – D2 dopamine receptor (human) antagonism. HEK293 TREx D2 cells, calcium flux, dopamine EC80. P14416. inhibition, % at 10 µM. hit rate 2% among 340,000; in the data active means inhibition above about 30%; further: 0% is about no effect
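Dopamine at EC80 is the agonist stimulus; test compounds precede it by 180 s. Calcium flux read kinetically in a force-coupled, inducible HEK293 T-REx D2 cell line.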
Pin1 inhibitor – blocks the human prolyl isomerase Pin1. Q13526. Pin1 FP peptide displacement, HiFluor488, 10 min. Potency, µM (highest dose often 115 µM), for the others: at the top dose activity, negative = inhibition, usual class: inhibitors. hit rate 0.009% among 390,000. AID 504891; active means well fitted inhibition curve with a large enough effect in the polarisation, with a control signal flat, not every such curve was filed as active; inconclusive means small, poorly fitted or top-dose-only effect, or effect the other way, or a change in a side signal; inactive means no such curve, though single readings can be large or run the other way; the % refers to the polarisation; further: potency means the concentration at half of the fitted maximal effect; on the % scale 0 is the no-effect control and ±100 the full control effect
Target sequence (Q13526 whole entry, looked up): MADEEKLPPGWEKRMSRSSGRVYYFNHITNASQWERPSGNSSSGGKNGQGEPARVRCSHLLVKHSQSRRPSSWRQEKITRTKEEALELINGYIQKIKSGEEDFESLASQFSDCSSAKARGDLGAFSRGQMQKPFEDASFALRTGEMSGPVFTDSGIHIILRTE
TRHR enhancer – allosterically enhances the human TRH receptor; P34981; TRHR cells, fluo-8 calcium fluorescence, EC20 TRH enhancement; enhancement, % at 2 µM; hit rate 0.66% among 360,000; AID 493056; in the data active means enhancement above about 30%; further: 0% is about no effect
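Enhancer read-out: after compound pinning and an initial kinetic agonist-mode read, an EC20 of TRH (10 nM final) was injected and fluo-8 calcium signal (Ex 480/Em 530) followed at 1 s/cycle for 100 cycles in TRHR-expressing cells.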
TRHR ag – activates the human TRH receptor. hit rate 0.18% among 360,000. TRHR cells, calcium flux fluo-8, FDSS agonist mode. AID 493084. activation, % at 2 µM; in the data active means activation above about 30%; further: 0% is about no effect
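Read-out: compound-evoked intracellular calcium rise in TRHR cells, fluo-8 dye, kinetic FDSS fluorescence at 1 s/cycle following a 10-cycle baseline. Cells cultured overnight before dye loading (30 min–1.5 h, RT).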
TrxR1 inh – blocks rat thioredoxin reductase 1. O89049. recombinant rTrxR1, NADPH fluorescence consumption, selenite substrate. Potency, µM (titrated, usually from 114 µM), for inactives: at the top dose activity change, negative = inhibition, hits mostly inhibitors. hit rate 1% among 390,000. AID 588453; further: potency means the concentration at half of the fitted maximal effect; on the % scale 0 is the no-effect control and ±100 the full control effect; nearly all actives have a fitted effect of over 65% in size
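Rat TrxR1 (90 nM in the dispensed reagent) was pre-reduced with 400 uM NADPH for 5 min at room temperature, then incubated with compound for 15 min. After 400 uM selenite was added, NADPH fluorescence (Ex 340/Em 450 nm) was followed for 8 min.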
* = called active by the depositor; ? = inconclusive; · = no result given; [ ] = remark or other dose. Unless noted, the call rests on the fitted dose curve; in most records, active means well fitted inhibition curve with a large enough effect; inconclusive means small, poorly fitted or top-dose-only effect; inactive means no such curve, though single readings can be large or run the other way. A portion of the library; count on the stated rates, not on these rows.

SMILES | D2 agonist | USP1 inh | mIDH1 inhibitor | TrxR1 substrate | D2 antag | Pin1 inhibitor | TRHR enhancer | TRHR ag | TrxR1 inh
CCn1c(=O)cc(SCC(=O)N2CCC(C)CC2)c2ccccc21 | -0.1 | -4.7% | 9.4% | 11.2% | -7.3 | -2.1% | -5.7 | 0.6 | 22.5%
CCN(CC)S(=O)(=O)c1cccc(C(=O)N/N=C/c2cccc(O)c2O)c1 | -1.7 | 3.4% | 2.8% | -11.5% | -14.4 | 11.2% | 9.6 | -0.2 | -15.3%
CCOC(=O)c1[nH]c(C)c(C(=O)/C=C/c2ccc(C(=O)O)cc2)c1C | 0.5 | -9.2% | 4.8% | -2.1%[57.1 µM] | 3.1 | -1.4% | 20.1 | 0.0 | 2.4%[57.1 µM]
CC(C)(C)c1ccc(C(=O)NCC(c2cccs2)S(=O)(=O)c2cccs2)cc1 (centres undefined) | 0.7 | -10.8% | 1.7% | 5.1%[57.1 µM] | · | ? | 44.7* | 0.0 | 1.2%[57.1 µM]
Cc1cc(Nc2c(C)cccc2C)n2nc(C)nc2n1 | -0.1 | -0.3% | -9.2% | 1.3% | -6.9 | 6.6% | -4.3 | 0.3 | 25.4%
Cc1nc(C(C)NC(=O)c2cc(COc3ccc(F)c(F)c3)on2)cs1 (centres undefined) | 0.2 | -19.1% | 14.7% | -1.8% | 2.8 | -10.6% | 2.4 | 0.6 | -3.2%
Cn1c(Cl)cnc1C1CC(=O)c2cc(Cl)ccc2O1 (centres undefined) | -1.5 | -20.2% | 2.5% | -3.9% | 3.0 | -0.6% | 26.8 | -1.2 | -29.5%
CCOC(=O)Cn1c(=S)[nH]c2c(oc3ccc(Cl)cc32)c1=O | -1.1 | -4.6% | -7.3% | 2.9%[57.1 µM] | -1.9 | 2.6% | 11.1 | 0.0 | 5.2%[57.1 µM]
CS(=O)(=O)N(CC(=O)NC1CCCCCC1)Cc1ccccc1 | -0.4 | 0.8% | 2.9% | 2.6%[57.1 µM] | 27.6 | -2.0% | -1.2 | -0.4 | 13.5%
COC(=O)CSc1snnc1-c1ccc(Cl)cc1Cl | -1.1 | -26.3% | 2.5% | 0.5% | -10.5 | -4.9% | 4.6 | -0.4 | 11.1%
COc1ccccc1OCc1n[nH]c(=S)n1Cc1ccccc1 | -0.7 | ? | 15.4% | -0.8%[57.1 µM] | -4.3 | -16.2% | -16.5 | -1.9 | -22.6%[57.1 µM]
CC(NC(=O)CCNC(=O)c1ccc(Br)cc1)c1ccc(S(N)(=O)=O)cc1 (centres undefined) | -0.5 | 6.8% | 0.0% | -9.5%[57.1 µM] | -24.2 | 7.0% | 4.7 | -0.1 | -11.5%[57.1 µM]
Cc1ccc(Sc2c(O)c3ccccc3n(C)c2=O)cc1 | -5.4 | -9.9% | -0.6% | 0.2% | 11.9 | -8.5% | -3.4 | -0.6 | -5.7%
CC(C)[C@H](NC(N)=O)C(=O)NCCc1ccc(Cl)cc1 | 0.4 | -0.3% | -4.2% | -9.3% | -3.8 | 1.0% | -6.8 | 0.0 | -5.5%
C=C(C)Cn1c(SCC(=O)c2ccc(OC)cc2)nc2sc3c(c2c1=O)CCCC3 | -2.3 | -16.1% | 0.0% | -12.8% | · | 4.0% | 2.2 | -1.0 | -24.6%
COc1ccc(C(=O)NCC(c2cccs2)N2CCOCC2)cc1OC (centres undefined) | 0.2 | -16.7% | -10.1% | -1.8% | 1.9 | -2.8% | 2.8 | 0.3 | 4.4%
NNc1nc(-c2ccccc2Cl)c2cc(Br)ccc2n1 | 0.1 | -22.4% | 0.0% | -3.5% | -2.8 | -1.3% | -10.8 | 2.3 | 3.8%
OC[C@@H]1[C@@H](c2ccc(F)cc2)C(c2ccccc2)=NN1c1ccccc1 | · | -32.5% | -1.1%[38.3 µM] | 221.3%[activator] | · | 17.7% | · | · | 86.5%[activator]
Cc1ccc2c(CC(=O)OC(C)C(=O)Nc3ncc(Cl)cc3Cl)coc2c1 (centres undefined) | -1.0 | -12.0% | 11.4% | -1.2% | 2.6 | 4.4% | -4.4 | -0.3 | 8.8%
CN(C(=O)C1CCCO1)c1nnc(-c2cnccn2)s1 (centres undefined) | 0.7 | -6.3% | -8.4% | -4.7% | 1.3 | 7.9% | -3.3 | 0.2 | -1.7%[57.1 µM]
COc1ccc(Nc2ncc(C(=O)N3CCC(C(N)=O)CC3)c3ccccc23)cc1 | -0.7 | -7.1% | 3.0% | -15.7% | -10.5 | -2.4% | -4.5 | 0.1 | -14.4%
COc1ccc(NC(=O)c2ncn(-c3ccccc3)n2)cc1Cl | 0.7 | ? | 14.6% | 30.2%[activator] | · | 9.9% | 16.7 | -0.6 | 14.0%
CC1CN(C(=O)c2ccc(Br)c(S(=O)(=O)N3CCOCC3)c2)CC(C)O1 (centres undefined) | -0.6 | -15.2% | 1.1% | -0.6% | 4.3 | -2.5% | -2.5 | -0.6 | 4.6%
O=C(Oc1cccnc1)c1ccc([N+](=O)[O-])cc1Cl | -0.2 | -9.2% | -6.9% | 8.4% | -18.2 | -4.2% | 2.3 | 2.7 | -20.9%
CCOc1ccc(C2CC(=O)NC2=O)cc1 (centres undefined) | -1.8 | -7.4% | 5.5% | -3.2% | -6.5 | 2.5% | -2.4 | 0.7 | -8.7%
CC(C)CNC(=O)c1cccc2c1-c1ccccc1C2=O | 0.3 | -17.5% | 0.0% | 6.1% | 27.9 | 1.5% | 8.3 | -0.9 | 12.0%
CCCc1cc(Nc2ccc(C)cc2)n2ncnc2n1 | 0.6 | 6.4% | 4.3% | -11.3% | -9.8 | -1.6% | -5.3 | 0.8 | -3.9%[57.1 µM]
CC1(C)O[C@@H]2[C@@H](CO[C@@]3(COS(N)(=O)=O)OC(C)(C)O[C@@H]23)O1 | 0.0 | · | · | · | 20.7 | · | -0.3 | 0.2 | ·
CCO/N=C(/c1nonc1N)N1CCN(c2ccc([N+](=O)[O-])cc2)CC1 | 0.2 | -16.3% | 0.5% | -2.5% | 10.6 | 12.5% | -14.3 | 0.7 | 7.4%
O=C1/C(=C/c2ccc(F)cc2)CCC1C1CCCC1 (centres undefined) | 3.0 | -10.8% | 1.1% | 0.7%[57.1 µM] | 5.0 | 1.1% | -1.0 | -0.2 | 5.7%[57.1 µM]
C[C@@H]1CN([C@H](C)CO)C(=O)c2cc(NS(=O)(=O)c3cccs3)ccc2O[C@H]1CN(C)Cc1ccccc1 | · | -15.5% | -2.2% | 8.8%[57.1 µM] | · | -2.6% | · | · | 15.5%[57.1 µM]
Cc1ccccc1CC(=O)Nc1cccnc1 | · | -5.3% | -1.4% | -11.7% | · | -5.8% | -6.1 | 0.5 | 25.4%[57.1 µM]
CN(C)CCCCOc1ccc(Br)cc1Cl | 1.7 | -19.1% | 5.0% | 5.5%[57.1 µM] | -9.9 | -2.1% | 4.7 | 3.0 | 13.9%[57.1 µM]
Cc1ccc(N(C(=O)c2csnn2)C(C(=O)NC2CCCC2)c2cccnc2)cc1 (centres undefined) | 1.0 | 10.1% | 0.0% | -6.4% | -16.1 | 0.7% | 3.5 | 1.4 | 2.5%
CCN(CC)S(=O)(=O)c1cccc(-c2nnc(SCC(N)=O)n2CCc2ccccc2)c1 | -0.4 | -3.0% | 0.6% | -1.7% | -14.6 | 8.7% | 2.9 | 0.3 | 9.5%
Cc1oc2cc3oc(=O)c(CCC(=O)NCCc4ccccc4F)c(C)c3cc2c1C | -1.3 | -4.3% | 6.8% | 3.3% | · | -0.9% | 6.8 | -1.0 | -2.3%
Cc1nnc(N2CCCC(C(=O)NCCN(C)C)C2)c2nn(-c3ccccc3)c(C)c12 (centres undefined) | -0.1 | -17.1% | 1.7% | 13.3% | · | 4.8% | 1.9 | -0.1 | 14.7%
O=C(c1ccc(S(=O)(=O)N2CCOCC2)cc1)N1CCN(S(=O)(=O)c2ccc(Cl)s2)CC1 | 1.1 | -12.1% | 1.8% | 5.8% | -3.3 | 1.6% | -2.8 | 0.2 | 18.5%
Cc1cccc(NC(=O)CN2CCN(CC(=O)Nc3cccc(C)c3)CC2)c1 | 0.6 | -13.4% | 4.0% | 11.5% | -6.4 | 0.4% | -2.3 | 0.0 | -6.0%[57.1 µM]
O=C(CN1CCC(N2CCCCC2)CC1)N1CCOCC1 | 1.5 | · | · | · | 17.6 | · | -0.2 | 1.1 | ·

Reprinted at random: 2 entries already listed.
SMILES | D2 agonist | USP1 inh | mIDH1 inhibitor | TrxR1 substrate | D2 antag | Pin1 inhibitor | TRHR enhancer | TRHR ag | TrxR1 inh
CCN(CC)S(=O)(=O)c1cccc(-c2nnc(SCC(N)=O)n2CCc2ccccc2)c1 | -0.4 | -3.0% | 0.6% | -1.7% | -14.6 | 8.7% | 2.9 | 0.3 | 9.5%
CN(C)CCCCOc1ccc(Br)cc1Cl | 1.7 | -19.1% | 5.0% | 5.5%[57.1 µM] | -9.9 | -2.1% | 4.7 | 3.0 | 13.9%[57.1 µM]

New compounds follow:
SMILES | D2 agonist | USP1 inh | mIDH1 inhibitor | TrxR1 substrate | D2 antag | Pin1 inhibitor | TRHR enhancer | TRHR ag | TrxR1 inh
O=C(O)Cc1ccc(N=Nc2c(O)c(C(=O)O)cc3ccccc23)cc1 | 0.8 | -25.6% | -0.9% | -11.3% | -3.6 | · | 7.0 | -0.9 | 4.3%[57.1 µM]
COc1ccc(C(c2nnnn2Cc2cccs2)N2CCC(C(N)=O)CC2)c(OC)c1 (centres undefined) | 0.3 | -10.5% | 6.0% | -2.2% | -9.8 | 6.9% | -5.5 | -0.1 | -1.4%
COC(=O)c1ccc(/C=N/NC(=O)CC(=O)NCC(C)C)cc1 | 1.1 | 12.3% | -0.9% | -8.2% | -11.1 | 4.7% | 0.6 | 0.6 | -15.4%
COc1ccc(CNC(=O)Cc2cccs2)cc1OC | 0.1 | -10.4% | 1.3% | 13.8% | -20.4 | -1.5% | 9.7 | -0.4 | 9.5%[57.1 µM]
